From PubChem BioAssay
PME-1 inh = blocks human protein phosphatase methylesterase 1; Q9Y570; inhibition, % at 5.9 µM; hit rate 0.53% among 320,000; recombinant PME-1, FP-Rh probe fluorescence polarization;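 active = inhibition above the campaign mean of all compounds plus 3 SD, cut at about 26% in these data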;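 note: competitive labeling of PME-1 active site by serine hydrolase directed probe; 0% = PME-1 with DMSO and 100% = wells lacking PME-1 enzyme; inhibitors block probe labeling so polarization falls and inhibition rises; many of its hits are not listed in these tables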
GSTO1 inh = counter-screen for RBBP9 inhibitors: inhibitors of human GSTO1. recombinant GSTO1, activity-based probe fluorescence polarization. inhibition, % at 5.96 µM. hit rate 1.1% among 300,000;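 active = inhibition above the campaign mean inhibition plus 3 SD, cut at about 35% in these data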;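 note: 0% = GSTO1-1 with DMSO and 100% = wells lacking GSTO1-1 enzyme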
BCLXL inh = blocks human Bcl-xL binding to Bim BH3 peptide | GST-Bcl-xL / FITC-Bim BH3 peptide fluorescence polarization | hit rate 0.7% among 320,000 | AID 2129 | inhibition, % at 10.9 µM;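 active = inhibition above the mean of all tested compounds plus 3 SD, cutoff set per campaign, cut at about 30% in these data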;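 note: 0% = DMSO wells and 100% = unlabeled Bim-BH3 peptide competitor; inhibitors lower millipolarization by displacing the labeled peptide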
GLD-1 TGE inh = GLD-1-TGE RNA interaction inhibition (C. elegans); Q17339; hit rate 0.44% among 320,000; purified GLD-1 + fluorescein TGE RNA, fluorescence polarization; inhibition, % at 5.96 µM;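 active = percent inhibition above a per-plate cutoff, the plate mean of test compounds plus 3 SD, cut at about 30% in these data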;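 note: 0% = DMSO wells with GLD-1 and probe and 100% = wells lacking GLD-1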
MCL1-BIM inh = inhibitors of human MCL1 binding to BIM-BH3 peptide; Q07820; GST-MCL1 / FITC-Bim-BH3 fluorescence polarization; inhibition, % at 10.9 µM; hit rate 0.68% among 320,000;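 active = inhibition above the mean inhibition of all tested compounds plus 3 SD, set per campaign, cut at about 40% in these data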;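 note: 0% = DMSO wells and 100% = unlabeled Bim-BH3 peptide control; higher means more loss of mP so more displacement of Bim peptide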
Target sequence (Q07820 whole entry, looked up): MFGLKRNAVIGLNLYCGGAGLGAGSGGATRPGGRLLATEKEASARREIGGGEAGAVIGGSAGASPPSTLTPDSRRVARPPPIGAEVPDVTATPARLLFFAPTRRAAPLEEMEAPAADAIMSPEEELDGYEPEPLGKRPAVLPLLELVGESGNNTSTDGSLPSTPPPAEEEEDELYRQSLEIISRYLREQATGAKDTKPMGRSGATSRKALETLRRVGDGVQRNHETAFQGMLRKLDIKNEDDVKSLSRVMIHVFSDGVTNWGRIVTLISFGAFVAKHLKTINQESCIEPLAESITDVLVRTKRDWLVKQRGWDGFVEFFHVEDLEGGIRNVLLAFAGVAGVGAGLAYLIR
MEX-5 binding = C. elegans MEX-5 TCR-2 RNA binding activity; hit rate 0.38% among 300,000; activity score (negative = inhibition of binding), % at 10 µM; Q9XUB2; MEX-5/FITC-TCR2 RNA binding, fluorescence polarization; active compounds read low;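 active = inhibition past about -25% in most replicates, and total fluorescence under double the plate's negative control median, limit read from the data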;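 note: 0% = DMSO and -100% = 5 µM competing unlabeled TCR2 RNA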
TPT1 inhibitor = blocks Candida albicans tRNA 2'-phosphotransferase | inhibition, % at 5 µM | hit rate 0.81% among 300,000 | recombinant caTPT1, FP RNA substrate dephosphorylation | AID 1962;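 active = inhibition above the mean of all tested compounds plus 3 SD, set per screening campaign, cut at about 24% in these data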;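 note: plate controls were DMSO alone for no effect and ferristatin control at 100 nM for full effect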
Fam108B inh = Fam108B inhibition, counter-screen for RBBP9 inhibitors; AID 1947; hit rate 0.33% among 300,000; recombinant Fam108B, FP-Rh probe fluorescence polarization; inhibition, % at 9.51 µM;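 active = inhibition above the screen mean inhibition plus 3 SD, computed separately per campaign, cut at about 18% in these data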;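 note: inhibitors lower polarization as less probe binds the enzyme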
PAD4 inh = inhibitors of human PAD4; Q9UM07; recombinant PAD4, RCA probe fluorescence polarization; inhibition, % at 6.36 µM; hit rate 0.41% among 330,000; AID 485272;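 active = percent inhibition above a cutoff equal to the mean of all tested compounds plus 3 SD, cut at about 15% in these data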;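 note: 0% = PAD4 with RCA probe and DMSO and 100% = probe without PAD4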
Target sequence (Q9UM07 whole entry, looked up): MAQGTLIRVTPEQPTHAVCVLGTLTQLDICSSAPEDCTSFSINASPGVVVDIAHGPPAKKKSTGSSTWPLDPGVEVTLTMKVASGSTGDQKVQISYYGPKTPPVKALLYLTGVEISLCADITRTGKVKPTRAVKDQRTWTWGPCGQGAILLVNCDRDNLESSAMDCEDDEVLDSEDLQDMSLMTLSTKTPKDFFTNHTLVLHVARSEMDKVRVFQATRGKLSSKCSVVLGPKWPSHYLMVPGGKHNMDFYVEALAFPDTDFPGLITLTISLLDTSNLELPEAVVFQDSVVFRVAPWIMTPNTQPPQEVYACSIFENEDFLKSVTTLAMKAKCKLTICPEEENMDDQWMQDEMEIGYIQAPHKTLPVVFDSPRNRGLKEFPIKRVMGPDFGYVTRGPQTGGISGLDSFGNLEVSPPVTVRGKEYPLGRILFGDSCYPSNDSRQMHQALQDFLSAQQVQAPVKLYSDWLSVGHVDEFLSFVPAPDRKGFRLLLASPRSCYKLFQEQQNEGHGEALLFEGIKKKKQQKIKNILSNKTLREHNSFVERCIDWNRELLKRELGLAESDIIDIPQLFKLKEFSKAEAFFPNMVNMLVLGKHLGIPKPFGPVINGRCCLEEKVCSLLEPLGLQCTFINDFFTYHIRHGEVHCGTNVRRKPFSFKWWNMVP
* = called active by the depositor; / = not tested or not shown. Not all compounds are listed; the hit share may differ from the screen's.

SMILES | PME-1 inh | GSTO1 inh | BCLXL inh | GLD-1 TGE inh | MCL1-BIM inh | MEX-5 binding | TPT1 inhibitor | Fam108B inh | PAD4 inh
C=C(C)[C@@]12OC3(c4ccccc4)O[C@@H]1C1[C@@H]4O[C@]4(CO)[C@@H](O)[C@]4(O)C(=O)C(C)=C[C@H]4[C@@]1(O3)[C@H](C)[C@H]2OC(=O)/C=C/C=C/c1ccccc1 (stereo partly specified) | -15 | -2 | 0 | 2 | 0 | 1.4 | 1 | -18 | 4
COc1ccc(NC2=NCC(C)S2)cc1 (stereo unspecified) | -3 | 6 | 7 | -1 | 16 | 0.6 | -1 | 5 | 1
C=CCc1ccc(OC)cc1 | -1 | 4 | 1 | -6 | -3 | / | -4 | 0 | 4
C/C(=C/C=C/[C@@H](C)C(=O)O)[C@H]1CN[C@H](C(=O)O)[C@H]1CC(=O)O | 1 | -11 | 12 | 12 | 10 | / | 1 | 0 | 1
CNP1(NC)=NC(C(F)(F)F)=NC(C(F)(F)F)=N1 | -1 | 5 | 7 | -3 | 5 | -0.1 | -3 | 4 | 0
CCN1C[C@@]2(COC)C3[C@@H](OC)[C@H]4[C@@H]1[C@@]3(C1C[C@H]3[C@H](O)C1[C@]4(O)C[C@H]3OC)[C@@H](OC)C[C@H]2O (stereo partly specified) | -3 | 0 | 1 | 0 | 0 | -1.6 | -2 | -1 | 2
CC(C(=O)c1ccc(Cl)cc1Cl)n1cncn1 (stereo unspecified) | -3 | -4 | 4 | 2 | 4 | 0.7 | -3 | 1 | 5
CCCC(=O)c1ccc(CP(=O)(OCC)OCC)o1 | 3 | -9 | -3 | 0 | 7 | -0.6 | -3 | 4 | 2
CCCCCn1c(=O)c(C(=O)NCc2ccccc2Cl)c(O)c2ccccc21 | -2 | 1 | 5 | 6 | 7 | 1.6 | -2 | 1 | 2
O=C1NC(=O)C(=Cc2ccsc2)C(=O)N1 | -1 | 4 | 3 | 6 | 7 | 0.0 | 1 | 2 | -5
CCCCCSc1cc(O)c(C(CNC)C(C)C)cc1OC (stereo unspecified) | 2 | -2 | 0 | 1 | -1 | -1.3 | 2 | 5 | 0
Nc1c(C(=O)OCc2ccccc2)c2nc3ccccc3nc2n1Cc1cccs1 | 5 | 51* | -6 | 0 | -10 | 0.5 | 7 | -9 | 25*
O=C(COc1ccc(Cl)cc1)NC1CN2CCC1CC2 (stereo unspecified) | 1 | 4 | 1 | 6 | 6 | -0.2 | -4 | 5 | -3
CCOP(=S)(OCC)SCOC(=O)NCC(=O)OC | 6 | 7 | 5 | 1 | 6 | -0.8 | 1 | -4 | 0
CCCCSP1(=S)NCCCN1 | -5 | 5 | -3 | 4 | 1 | 2.9 | -2 | 4 | -5
COc1ccccc1CCNC1CCC(C(C)(C)C)CC1 (stereo unspecified) | 0 | -1 | 0 | 1 | 4 | 0.9 | -1 | -4 | -2
CCCCC(=O)N/N=C/c1c(O)n(CC)c(=S)n(CC)c1=O | 6 | -20 | -99 | -50 | -268 | 4.5 | 156* | 5 | 0
Cc1cc(N2C(=O)C3CCCN3C2c2ccc(Cl)c(Cl)c2)no1 (stereo unspecified) | -1 | 1 | 3 | 0 | 7 | -0.6 | -1 | 1 | -2
CC/C(=N\NC(=S)Nc1ccccc1)c1c(O)[nH]c(=O)[nH]c1=O | -2 | -1 | 2 | 2 | -1 | -2.8 | 1 | 2 | -2
O=[N+]([O-])/C=C1/NCCN1Cc1ccc(Cl)nc1 | 0 | 3 | 4 | -1 | -1 | 0.6 | 3 | 1 | -1

A second format for part of the listing above:
Below each compound: PME-1 inh	GSTO1 inh	BCLXL inh	GLD-1 TGE inh	MCL1-BIM inh	MEX-5 binding	TPT1 inhibitor	Fam108B inh	PAD4 inh
CNP1(NC)=NC(C(F)(F)F)=NC(C(F)(F)F)=N1
 : -1	5	7	-3	5	-0.1	-3	4	0
CCN1C[C@@]2(COC)C3[C@@H](OC)[C@H]4[C@@H]1[C@@]3(C1C[C@H]3[C@H](O)C1[C@]4(O)C[C@H]3OC)[C@@H](OC)C[C@H]2O (stereo partly specified)
 : -3	0	1	0	0	-1.6	-2	-1	2

(more compounds)
SMILES | PME-1 inh | GSTO1 inh | BCLXL inh | GLD-1 TGE inh | MCL1-BIM inh | MEX-5 binding | TPT1 inhibitor | Fam108B inh | PAD4 inh
CC(=O)Nc1ccccc1C(=O)OCC(=O)c1ccc2c(c1)OCCO2 | -3 | 1 | 9 | 0 | 12 | -4.1 | 1 | -3 | -2
Cc1ccc(S(=O)(=O)N(C)N=O)cc1 | 2 | 5 | 15 | 3 | 2 | / | -3 | 0 | 0
O=C(c1ccc2c3c(cccc13)CC2)C1CCCN(CC2CC2)C1 (stereo unspecified) | -2 | 4 | 6 | 5 | 4 | -1.0 | -3 | 2 | -5
CC(=NCc1ccco1)c1c(O)n(-c2ccccc2C)c(=O)[nH]c1=O | 4 | 3 | 5 | -2 | 2 | 0.4 | -1 | 0 | -2
CNS(=O)(=O)c1ccc(-c2ccc(C=C3C(=O)NC(=O)NC3=O)o2)cc1 | 4 | 11 | 2 | -6 | -2 | -1.3 | 0 | 0 | -5
c1ccc(C2NCc3ccccc3-n3cccc32)cc1 (stereo unspecified) | 2 | 5 | 6 | 4 | -4 | -4.1 | 2 | -1 | 0
Nc1c2c(nc3sc4c(c13)CCCC4)CCCC2 | 5 | -5 | 3 | 0 | 6 | 1.3 | 1 | 2 | 2
Cc1cc(C=O)c(C)n1C(C)C | -3 | -1 | 6 | 5 | 5 | 2.1 | -3 | -4 | 1
COc1c(C)cc(C(=O)C2CCCN(Cc3cnc(C)s3)C2)cc1C (stereo unspecified) | 3 | 0 | 1 | 6 | 21 | 0.8 | 0 | 5 | 0
C=CCn1c(O)c(C(CC)=NC(C)c2ccccc2)c(=O)[nH]c1=O (stereo unspecified) | 2 | 5 | 4 | 3 | 1 | 1.9 | 0 | 0 | 1
Cc1nc2ccc(P(=O)(O)O)cc2s1 | 2 | 11 | 4 | -2 | 5 | -3.3 | -1 | -4 | -2
O=C(O)c1cc[c]([Hg][Cl])cc1 | 0 | 11 | 7 | 21 | -27 | / | -2 | 2 | 22*
O=Cc1cn(Cc2ccc(F)cc2Cl)c2ccccc12 | -6 | -3 | -1 | 6 | 5 | -1.5 | -3 | 1 | -7
FC(F)(F)c1ccc(CNCCc2c[nH]c3ccccc23)cc1 | 3 | 1 | 4 | 6 | 6 | 2.5 | -5 | 5 | 5
N#CC[N+]1(CCCNP2(=O)C=C(c3ccccc3)OC(c3ccccc3)=C2)CCOCC1 | 4 | 8 | 6 | -3 | 17 | 0.8 | 0 | 7 | 1
COC(=O)C1=C(c2c(C)noc2C)C[C@@H]2CC[C@H]1N2C(=O)NCc1ccc(F)cc1 | 1 | / | 2 | 0 | -2 | / | / | / | -1
c1ccc2c(CNC3CCCCCC3)c[nH]c2c1 | -5 | 12 | 4 | 1 | 2 | / | -2 | -2 | 5
O=C(/C=C/c1ccc(Br)cc1)NC(=S)N1C[C@H]2C[C@H](C1)c1cccc(=O)n1C2 | -6 | -4 | 8 | 6 | 7 | 0.3 | -8 | -2 | -2
N#CCCn1cc(C(=O)NCc2ccccc2)c(-c2ccc3c(c2)OCCO3)n1 | -3 | 10 | 1 | 0 | -5 | -0.3 | 5 | -4 | 5
Cc1cccc(CN(C)C)c1OC(=O)N(C)C | 0 | 1 | -1 | 0 | 1 | 3.0 | -1 | 1 | 1

Results in TPT1 inhibitor, for 6 of the compounds above:
| SMILES | TPT1 inhibitor |
| --- | --- |
| Nc1c2c(nc3sc4c(c13)CCCC4)CCCC2 | 1 |
| Cc1cc(C=O)c(C)n1C(C)C | -3 |
| COc1c(C)cc(C(=O)C2CCCN(Cc3cnc(C)s3)C2)cc1C (stereo unspecified) | 0 |
| C=CCn1c(O)c(C(CC)=NC(C)c2ccccc2)c(=O)[nH]c1=O (stereo unspecified) | 0 |
| Cc1nc2ccc(P(=O)(O)O)cc2s1 | -1 |
| O=C(O)c1cc[c]([Hg][Cl])cc1 | -2 |

Further entries:
SMILES | PME-1 inh | GSTO1 inh | BCLXL inh | GLD-1 TGE inh | MCL1-BIM inh | MEX-5 binding | TPT1 inhibitor | Fam108B inh | PAD4 inh
C/C=C/CC1(CC)C(=O)NC(=S)NC1=O | -7 | 2 | 7 | -2 | 15 | 0.8 | -2 | -2 | 1
CC(=NCCN1CCCCC1)c1c(O)[nH]c(=O)[nH]c1=O | 4 | -2 | 13 | 3 | 17 | -3.2 | 0 | -2 | -1
COc1ccc(CN2CCN(c3ccccc3F)CC2)c(OC)c1 | -2 | -4 | 5 | 4 | 0 | -0.8 | 4 | -1 | -7
COc1cccc(CN2CCN(C(=O)COc3ccc4ccccc4c3)CC2)c1 | 1 | 7 | 4 | 7 | 7 | 0.5 | -7 | -1 | 1
COC(=O)C1=C(c2ccc(OC)c(OC)c2)C[C@@H]2CC[C@H]1N2C(=O)N1CCOCC1 | -1 | / | 4 | -2 | 4 | / | / | / | 1
C[C@]12CC[C@@H]3c4ccc(O)c(O)c4CC[C@H]3[C@@H]1CC[C@@H]2O | -12 | 61* | 11 | 4 | 14 | -0.4 | -1 | -1 | 1
CCCn1ncc(CN2CCCC(C(=O)c3cccc(OC)c3)C2)c1C (stereo unspecified) | -1 | 7 | 2 | 1 | 2 | -1.1 | 2 | 2 | -5
O=P1(Oc2ccccc2)C[C@@H](O)[C@@H](O)[C@H](COCc2ccccc2)O1 (stereo partly specified) | 3 | 73* | 3 | 2 | -1 | 3.8 | -1 | -4 | 1
CCOC(=O)C1=C(C)OC(N)=C(C#N)C12C(=O)N(C)c1ccccc12 (stereo unspecified) | -7 | -2 | -2 | -5 | 2 | 0.8 | 3 | -6 | -6
COC(=O)C1=C(c2cccc(OCc3ccccc3)c2)C[C@@H]2CC[C@H]1N2C(=O)NCc1cc(C)oc1C(F)(F)F | -7 | / | 4 | 1 | 0 | / | / | / | 1
O=S(=O)(c1ccc(F)cc1)N1CCCC1c1cccnc1 (stereo unspecified) | 2 | 5 | 1 | 1 | 8 | 2.3 | -3 | -1 | 4
CCN(CC)S(=O)(=O)c1cccc(N=Nc2c(O)n(CC)c(=S)n(CC)c2=O)c1 | 3 | -9 | 0 | -1 | 8 | -0.4 | -2 | 5 | 1
CN1CCc2cc(O)cc3c2[C@H]1Cc1ccc(O)c(O)c1-3 | 13 | 99* | 28 | 5 | 48* | -85* | -2 | 1 | 10
C[C@]12CC(=O)CC1CCC1C2CC[C@@]2(C)C1CC[C@@H]2O (stereo partly specified) | -10 | 10 | 3 | -5 | -1 | 1.0 | 5 | -1 | -2
FCCN(CCF)c1cccc(Cl)c1 | 5 | 1 | 3 | 1 | 4 | -1.7 | 1 | 1 | -1
Cc1cccc(-n2c(O)c(/C=C3/C(c4ccccc4)=Nc4ccccc43)c(=O)[nH]c2=O)c1 | 2 | 16 | -16 | -9 | -25 | -4.1 | 19 | -5 | -1
O=C(O)C1C2CC3CC(C2)CC1(n1ncc(N2CCC4(CC2)OCCO4)c(Cl)c1=O)C3 (stereo unspecified) | -1 | 1 | 7 | 7 | 0 | 0.3 | -2 | 0 | 0
CCN(CC)P(=S)(c1c(C)nc2ccccn12)c1c(C)nc2ccccn12 | -8 | 10 | 4 | -1 | -2 | -0.1 | 0 | -2 | -1
CC(C)Oc1cccc(NC(=O)c2cccn(Cc3ccc4c(c3)OC(F)(F)O4)c2=O)c1 | -13 | -4 | 0 | 7 | -5 | -2.1 | -1 | -9 | -5
CN(C)CC1CCCCC1=O (stereo unspecified) | 5 | -5 | 4 | 1 | 6 | 0.8 | 1 | 4 | 0
